High-throughput results from PubChem BioAssay.
CaV13 ICDI inh: Disruptors of the CACNA1D IQ motif to Ca2+-dependent inactivation inhibitor domain association, primary screening, Förster resonance energy transfer in intact living …; HEK cells, CFP/YFP FRET ICDI-IQ, plate reader, 10 min; percent FRET-ratio fall versus neutral wells; inhibition, % at 12.3 µM; 340,000 tested, 0.098% active; AID 743397;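 active = mean replicate inhibition of at least 30% and at least 1% of replicates passing that level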;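 also: 0% = median of the neutral control wells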
Peg3 prom inh: inhibitors of Peg3 promoter; HeLa PEG-Prom luciferase reporter, luminescence, overnight; inhibition, % at 20 µM; 360,000 tested, 1.7% active; AID 588405;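 active = inhibition of at least 50% at 20 µM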
NR2E3 ag-1: NR2E3 (human) agonism | GST-NR2E3/biotin-RetCOR TR-FRET, 1536-well | inhibition of corepressor binding, % at 4.78 µM | 320,000 tested, 0.12% active | AID 2300;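 active = percent inhibition above the cutoff of mean plus 3 SD of all tested compounds, set per screening campaign, cut at about 20% in these data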;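 also: 0% = DMSO wells and 100% = biotin wells as full block of FRET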
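Test system: GST-NR2E3 and biotin-RetCOR proteins | Quantity: 1.35 nM GST-tagged NR2E3 final | Medium: Tris pH 7.5 | Also added: 7 nM biotin-RetCOR | Dosing: Compound at 4.8 µM, single dose | Timing: 5 h at 4 °C | Detection: Time-resolved FRET | Read-out basis: Percent inhibition | Benchmarks: Biotin wells as high control, 0.6% DMSO wells as low control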
MITF TRPM1 inh: MITF TRPM1 promoter inhibition in SK-MEL-5 cells; inhibition, % at 12.5 µM; SK-MEL-5 TRPM1 promoter luciferase, 24 h; 330,000 tested, 0.83% active;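 active = mean inhibition across replicates of 60% or more, whatever share of single replicates reaches that level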; also: values of inactives mirror those of a sister screen read the other way
NR2E3 ag-2: agonists of human NR2E3 nuclear receptor. Q9Y5X4. CHO-S Gal4-NCOR/VP16-NR2E3 two-hybrid, luciferase. inhibition of corepressor binding, % at 3.98 µM. 360,000 tested, 0.35% active. AID 602229;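 active = inhibition above the mean of all tested compounds plus 3 SD, cut at about 70% in these data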;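 also: 0% = DMSO with NR2E3 transfected cells and 100% = cells lacking NR2E3 construct; higher means lower luciferase signal from less NR2E3 corepressor binding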
Shn3 inh set2: inhibitors of Schnurri-3 3'UTR reporter in osteoblasts | 360,000 tested, 0.52% active | Clone20 osteoblast Shn3 3'UTR firefly luciferase, 24 h | AID 588674 | inhibition, % at 12.5 µM;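 active = mean inhibition of at least 75% with every replicate also reaching 75%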;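 also: 0% = median of neutral control wells and 100% = pilot-screen positive control compound; some compounds past the cut are filed as inactive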
Vif imaging: blocks HIV Vif function; HEK293T cells, Vif self-association by quenched fluorescence, imaging, 24 h; inhibition, % at 7.49 µM; 340,000 tested, 0.35% active; in the data active = inhibition above about 50%, passing the limit was not always enough; also: some results filed as inactive read as strong as hits
HIF-2a inh: inhibitors of HIF-2a | 786-0 RCC cells HIF-2a reporter, luciferase luminescence, overnight | inhibition, % at 18.8 µM | 360,000 tested, 0.72% active | AID 624352;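 active = inhibition of the luminescence signal of 40% or more relative to plate controls, in a single-dose primary screen at 18.75 µM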
KKLEB tox: counter-screen for CF NF-kB inhibitors: cytotoxicity | 360,000 tested, 0.36% active | KKLEB CF airway cells viability, ATPlite luminescence, overnight; active compounds read low; cells stimulated with P. aeruginosa culture filtrate | activity change (cytotoxicity), % at 5 µM;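 active = corrected activity change at or below -50% at 5 µM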
CF NFkB block: cystic fibrosis NF-kB activation inhibition; KKLEB NF-kB-GFP reporter, PAF-induced, GFP fluorescence overnight; inhibition, % at 5 µM; 360,000 tested, 0.86% active; AID 588850;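 active = at least 50% inhibition at 5 µM, scaled per plate between neutral and stimulator controls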;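 also: PAF is a Pseudomonas aeruginosa culture filtrate used as stimulus; plate controls were PAF-stimulated DMSO wells for no effect and unstimulated DMSO wells for full effect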
PDI inh: blocks human protein disulfide isomerase activity. AID 588391. P07237. PDI insulin aggregation turbidity, A650, 90 min. 350,000 tested, 0.052% active. inhibition, % at 10 µM;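 active = mean inhibition across replicates of 30% or more, whatever share of single replicates reach that level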;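 also: absorbance from insulin aggregation driven by PDI reduction with DTT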
* hit, by the source's call; x = not tested or not shown.

SMILES	CaV13 ICDI inh	Peg3 prom inh	NR2E3 ag-1	MITF TRPM1 inh	NR2E3 ag-2	Shn3 inh set2	Vif imaging	HIF-2a inh	KKLEB tox	CF NFkB block	PDI inh
O=C(COc1ccc2c(c1)OCO2)NC12CC3CC(CC(C3)C1)C2	x	-95	0	-21	-50	x	x	-148	-5	5	4
O=S(=O)(c1ccc(F)cc1F)N1CCN(CCO)CC1	-11	4	x	-2	7	-5	-8	13	5	12	22
COC(=O)NCCOC(=O)N(O)c1ccc(Br)cc1	-7	-59	-2	1	-1	22	x	-91	1	5	4
CC(CCC(=O)O)C1CCC2C3CCC4CC(O)CCC4(C)C3CC(O)C12C (configuration not stated)	-5	2	x	x	7	1	-5	1	-3	3	11
Cc1c(CCC(=O)N2CCC(C(=O)O)CC2)c(=O)oc2cc3oc4c(c3cc12)CCCC4	x	-40	2	45	-15	8	-9	58*	-12	10	x
Cc1ccc(/C=C/C(=O)N2CCN(c3ncccn3)CC2)o1	-5	9	6	-5	0	33	-2	5	6	20	4
CCOc1cc(/C=N/n2cnnc2)c(Br)cc1O	-5	3	-9	-6	-20	-1	11	7	-6	4	1
Cc1nc2ccc(NC(=O)N3CCCCC3)cc2s1	-9	-104	3	-35	-34	-26	0	-96	7	-13	1
Cn1c(Cc2ccccc2)nnc1SCc1ccc(C(=O)O)cc1	-8	4	4	8	14	7	2	2	8	-1	3
O=C(c1cc(=O)[nH]c2ccccc12)N1CCN(S(=O)(=O)c2ccc3ccccc3c2)CC1	-4	33	4	6	2	4	-3	17	11	18	0
O=C(COC(=O)c1ccccc1Cl)NCc1ccco1	-14	-36	x	-9	-6	-22	17	6	21	2	0
CCOc1cccc(OCCOc2ccccc2[N+](=O)[O-])c1	x	-193	0	-86	-47	-36	0	-242	1	8	-4
COc1ccc(C(C#N)(CCC#N)CCC#N)cc1OC	x	1	2	15	-14	2	5	8	10	-10	-1
Cc1ccc(S(=O)(=O)NCC(=O)N2CCN(S(=O)(=O)c3ccc(Cl)cc3)CC2)cc1C	-7	2	1	3	-28	7	-14	9	-1	-14	11
Cc1ccc(NC(=O)c2cc(NC(=O)C3CC=CCC3C(=O)O)ccc2N2CCOCC2)cc1Cl (configuration not stated)	-6	-18	-1	6	-2	-24	1	15	6	2	-17
CC(=O)Nc1ccc(NC(=O)[C@@H]2CCCC[C@@H]2C(=O)O)cc1	3	10	4	8	-1	-18	83*	10	6	5	1
CC(C)c1ccc(NC(=O)CSc2nc3ncccc3[nH]2)cc1	-14	-73	2	-12	29	28	-6	-67	20	-54	-4
COC(C[C@H]1O[C@H]1C(=O)COCc1ccccc1)OC	-11	-5	x	-7	9	17	-14	-2	-8	3	-5
Cc1cc(C)cc(N=c2c([N+](=O)[O-])nn(-c3ccc4c(c3)OCCO4)n2O)c1	-5	-59	-5	7	50	-7	-11	-103	-12	20	1
COc1ccc(/C=C/C(=O)OCc2cc(=O)n3c(n2)sc2ccccc23)cc1	-6	-12	-1	-20	7	-1	-8	-12	-5	4	-7
COc1ccc(C)cc1NC(=O)CSc1nc(SC)ns1	-6	4	-1	4	-23	-18	x	-22	5	-9	-5
COc1ccc(CC(=O)c2ccc(OC)c(OC)c2)cc1	-3	-70	2	-11	-22	3	-8	-56	-9	24	-1
Cc1ccc(OCC(=O)c2cc(C)n(C3CC3)c2C)c([N+](=O)[O-])n1	-7	-55	1	-12	0	-17	3	-77	4	-4	0
CCOc1ccccc1NC(=O)c1ccccc1NC(=O)c1ccco1	-7	9	6	-6	-13	0	0	18	-12	3	0
Cc1cc(OCC(=O)NCCN2CCOCC2)cc(C)c1Cl	-7	14	2	6	-7	-15	-3	0	-6	-11	14
Cc1[nH]c(=O)[nH]c(=O)c1S(=O)(=O)Nc1cccc(C(F)(F)F)c1	-21	2	x	-5	-7	6	-5	11	-5	-6	-3
COCc1cc(=O)[nH]c(SCC(=O)Nc2ccccc2)n1	-6	0	-1	3	-10	-18	-9	8	-14	-6	1
CC(C)c1ccccc1OCC(=O)Nc1ccccc1C(=O)N1CCOCC1	-6	14	0	9	-8	10	-13	9	-4	-15	-4
CC(OC(=O)CSc1ccc([N+](=O)[O-])cc1)C(=O)NCc1ccccc1 (configuration not stated)	x	-26	5	0	4	-15	14	7	2	9	1
Cc1ccc(NC(=O)c2ccc3ccccc3n2)nc1	-5	-260	0	-47	-189	-68	-4	-205	-19	-10	-2

A stretch of the results above:
SMILES	CaV13 ICDI inh	Peg3 prom inh	NR2E3 ag-1	MITF TRPM1 inh	NR2E3 ag-2	Shn3 inh set2	Vif imaging	HIF-2a inh	KKLEB tox	CF NFkB block	PDI inh
COCc1cc(=O)[nH]c(SCC(=O)Nc2ccccc2)n1	-6	0	-1	3	-10	-18	-9	8	-14	-6	1
CC(C)c1ccccc1OCC(=O)Nc1ccccc1C(=O)N1CCOCC1	-6	14	0	9	-8	10	-13	9	-4	-15	-4
CC(OC(=O)CSc1ccc([N+](=O)[O-])cc1)C(=O)NCc1ccccc1 (configuration not stated)	x	-26	5	0	4	-15	14	7	2	9	1
Cc1ccc(NC(=O)c2ccc3ccccc3n2)nc1	-5	-260	0	-47	-189	-68	-4	-205	-19	-10	-2

(cont.)
SMILES	CaV13 ICDI inh	Peg3 prom inh	NR2E3 ag-1	MITF TRPM1 inh	NR2E3 ag-2	Shn3 inh set2	Vif imaging	HIF-2a inh	KKLEB tox	CF NFkB block	PDI inh
CC(=O)Nc1ccc(NC(=O)/C(=C/c2ccco2)NC(=O)c2ccccc2)cc1	-6	3	-3	-2	3	-9	-3	8	3	-2	-7
COC(=O)c1ccccc1C(=O)N1CCOCCN(C(=O)c2ccccc2C(=O)OC)CCOCC1	-3	-1	0	-10	12	1	4	9	-6	3	-5
COc1ccc([N+](=O)[O-])cc1NC(=O)CCCOc1ccccc1	-5	0	4	3	-19	4	0	1	14	0	3
O=C(CN(CC1CCCO1)C(=O)CNS(=O)(=O)c1ccc(F)cc1)NCc1ccccc1 (configuration not stated)	-3	19	-1	17	11	-14	-4	4	3	-2	-6
COC(=O)c1cccc(-n2sc3ccccc3c2=O)c1	5	-136	-4	-17	-42	-27	-2	-84	-8	18	-4
COc1ccc2cc(C(=O)Nc3ccccc3)sc(=O)c2c1OC	-14	-94	-6	-51	-19	-28	1	-130	1	-5	-5
O=C(CCc1nc2ccccc2c(=O)[nH]1)N1CCN(C/C=C/c2ccccc2)CC1	-4	-12	4	13	26	70	0	2	4	-4	3
O=C(NCC1CCCO1)c1csc2c1CCCC2 (configuration not stated)	-7	-44	-2	2	-34	-9	10	-39	5	-4	-5
O=C1Cc2cc(S(=O)(=O)Nc3cccc([N+](=O)[O-])c3)cc3c2N1CCC3	-3	12	1	0	8	0	2	14	4	-2	-4
Cc1cc(Br)c(NC(=O)COC(=O)CSc2nnc(-c3ccc(Cl)cc3)o2)c(Br)c1	-13	3	-1	12	-10	-4	0	12	3	15	11
CNc1ccc(OC(F)F)cc1C(=O)c1ccccc1	-5	7	0	0	-15	-22	12	12	-2	-26	8
CC1C(=O)N(Cc2cn(Cc3ccco3)nn2)CCS(=O)(=O)N1Cc1ccc(-c2ccccc2)cc1 (configuration not stated)	-3	10	x	x	-18	16	3	13	3	20	19
COCCn1nnnc1C(c1ccc(C(F)(F)F)cc1)N1CCOCC1 (configuration not stated)	-5	1	0	6	-20	-11	x	16	6	1	-1
O=C(O)CCC1(c2ccccc2)NC(=O)NC1=O (configuration not stated)	-6	3	3	-7	-38	13	5	44*	-9	-2	6
Cc1c(Cl)c([N+](=O)[O-])nn1CCCC(=O)Nc1cc(Oc2ccccc2)cc([N+](=O)[O-])c1	-2	21	-1	2	6	12	-18	-13	-4	-6	5
COc1ccccc1CNS(=O)(=O)CCNCCc1ccccc1	-5	3	x	-4	4	-28	-1	0	-2	6	9
CSc1ccc(C#N)cc1NC(=O)c1ccc(Cl)nc1	-4	-14	9	-6	-10	-19	4	2	0	4	-11
COC(=O)C1=C(C)NC(=O)NC1c1ccc(OC)c(OC)c1 (configuration not stated)	-4	2	x	x	-4	7	3	5	-29	3	9
CC(C)NCCCOc1ccc(C(C)(C)c2ccccc2)cc1	-4	3	-2	9	24	-2	x	20	5	2	-9
OC(c1ccc(F)cc1)c1nc(-c2csc3ccccc23)cs1 (configuration not stated)	-11	-100	x	x	-5	-18	12	-126	-4	11	-9
N#Cc1c(-c2cccs2)cc(C2CC2)nc1SCC(N)=O	1	14	8	12	-4	x	x	16	1	3	-10
O=C(c1ccc(S(=O)(=O)N2CCOCC2)cc1)N(c1ccccn1)C1CCCCC1	7	-2	0	2	11	6	1	16	-4	19	1
COc1ccccc1CCn1cc(C#N)c(=O)[nH]c1=O	-5	-6	1	x	-12	-2	-6	9	6	-3	12
Cc1nc(Nc2ccncc2)c2oc3ccccc3c2n1	-8	32	-3	-5	1	8	-6	17	5	-77	6
COc1ccc(/C=N/N2CCN(c3ccncc3S(=O)(=O)N3CCCCC3)CC2)cc1	-2	14	0	2	-1	6	0	5	5	-18	4
O=C(O)[C@@H]1CCCC[C@@H]1C(=O)N1CCc2ccccc2C1CN1C(=O)c2ccccc2C1=O (some centres not stated)	-4	4	1	4	-12	-3	-3	15	6	7	3
CC1CCCCN1c1ncnc2ccccc12 (configuration not stated)	-9	23	2	24	33	53	-6	-23	-7	30	-1
O=C(NCc1nc2ccccc2[nH]1)C1=C[C@@H](C2CCCCC2)C[C@@H](OCCCCO)O1	-9	4	0	8	-2	14	-2	18	-6	-1	0
NC(=O)CC(NC(=O)Cc1ccc(Br)cc1)c1ccc(N2CCC(N3CCCC3)CC2)c([N+](=O)[O-])c1 (configuration not stated)	-6	6	2	-5	21	20	1	16	10	3	-11
O=C(Nc1ccc(C(=O)NCCCN2CCCCC2)cc1)C1=CSCCO1	-6	-32	-2	-17	-14	-17	-7	2	8	14	3
COc1ccc(C(=O)c2oc3ccccc3c2N)cc1	-3	-262	3	-48	-92	-7	10	-275	18	-11	-9
COc1ccccc1NC(=O)CCC(=O)N/N=C(/C)c1ccc(C)cc1	0	7	-1	15	5	-2	1	11	3	10	1
COC(=O)N/N=C/c1cc(C)n(-c2ccccc2)c1C	-16	-135	4	-55	6	-33	-8	-154	6	-18	-10
Nc1cc(N2CCCCC2)c(Cl)cc1[N+](=O)[O-]	-4	-5	-1	-10	-11	13	2	1	5	14	2
N#C/C(=C\c1ccccc1)c1ccccn1	-4	-193	-3	-62	-34	-60	-2	-185	-2	5	2
S=C1NC2=C(CCCC2=C2SCCCS2)C(c2ccccc2)N1 (configuration not stated)	-7	4	5	7	-5	-5	11	2	10	24	2
Nc1nnc(CCN2C(=O)CSC2=O)s1	-6	10	-6	2	5	10	25	10	-6	4	-4
